mut p53 react: mutant p53 pathway re-activators, primary screen, cell-based, SW480, luciferase, single point, HTS. SW480 PUMA-promoter luciferase, p53 mutant reactivation. activation, % at 9.98 µM. actives 1.5% (n = 28,000). AID 624151, 2012; in the data active = activation above about 52%
STK33 inh: STK33 kinase inhibitors, primary screen, biochemical, luminescence, ADP-Glo, MBP substrate; inhibition, % at 12.5 µM; actives 0.44% (n = 27,000); in the data active = inhibition above about 20%
Target sequence (Q9BYT3 whole entry, looked up): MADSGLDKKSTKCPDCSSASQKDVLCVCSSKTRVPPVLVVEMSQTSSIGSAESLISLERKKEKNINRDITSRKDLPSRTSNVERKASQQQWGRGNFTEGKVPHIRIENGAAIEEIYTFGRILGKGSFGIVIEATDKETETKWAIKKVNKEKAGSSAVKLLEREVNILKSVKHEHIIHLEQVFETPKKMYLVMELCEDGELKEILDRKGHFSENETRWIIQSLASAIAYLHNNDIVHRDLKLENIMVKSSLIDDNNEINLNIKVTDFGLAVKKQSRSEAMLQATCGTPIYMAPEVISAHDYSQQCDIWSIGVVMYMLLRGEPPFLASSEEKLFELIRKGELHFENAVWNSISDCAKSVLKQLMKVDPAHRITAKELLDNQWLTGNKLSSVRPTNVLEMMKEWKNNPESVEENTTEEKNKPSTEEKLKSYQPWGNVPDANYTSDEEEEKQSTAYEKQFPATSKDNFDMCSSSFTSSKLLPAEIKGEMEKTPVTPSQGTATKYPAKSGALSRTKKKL
An asterisk follows results filed as active; . = not tested or not shown. This is a subset (hit frequency here may not be typical).

SMILES	mut p53 react	STK33 inh
C[C@@H]1CCCCO[C@@H](CN(C)S(=O)(=O)c2cccs2)[C@H](C)CN([C@@H](C)CO)C(=O)c2cc(NC(=O)Cc3ccccc3)ccc2O1	-20	.
C[C@@H]1CN([C@@H](C)CO)C(=O)c2cc(NC(=O)NC3CCCCC3)ccc2O[C@@H]1CN(C)Cc1ccc(Cl)c(Cl)c1	.	0
COCC#Cc1cnc2c(c1)C(=O)N([C@H](C)CO)C[C@@H](C)[C@@H](CN(C)C(=O)c1cccc(F)c1)O2	4	.
C[C@@H]1CN([C@@H](C)CO)C(=O)CCCn2nncc2CO[C@H]1CN(C)S(=O)(=O)c1ccc(Cl)cc1	10	-1
C[C@@H]1C[C@H]2[C@@H]3C[C@H](F)C4=CC(=O)C=C[C@]4(C)[C@@]3(Cl)[C@@H](O)C[C@]2(C)[C@H]1C(=O)COC(=O)C(C)(C)C	-2	-4
Cc1ccc(Cl)cc1N(CC(=O)Nc1ccc(C(N)=O)cc1)S(C)(=O)=O	1	1
C[C@@H]1CCCCO[C@@H](CN(C)C(=O)c2ccncc2)[C@H](C)CN([C@@H](C)CO)C(=O)c2cc(NS(=O)(=O)c3ccccc3)ccc2O1	10	.
CCn1c(SCC(=O)Nc2sc3c(c2C#N)CCCC3)nnc1-c1ccccc1O	4	1
O=[N+]([O-])c1ccc(-c2nc(-c3ccc(F)cc3)c(-c3ccncc3)[nH]2)cc1	-43	.
C[C@H](CO)N1C[C@H](C)[C@@H](CN(C)C(=O)NC2CCCCC2)Oc2ccc(NC(=O)C3CC3)cc2C1=O	3	0
C[C@@H]1CN([C@H](C)CO)C(=O)c2cccc(NC(=O)C3CCCCC3)c2O[C@H]1CN(C)Cc1ccc(Cl)c(Cl)c1	-7	.
C[C@H](CO)N1C[C@H](C)[C@H](CN(C)S(=O)(=O)c2cccs2)Oc2c(NS(=O)(=O)c3cccs3)cccc2C1=O	.	2
C[C@@H]1CN([C@@H](C)CO)C(=O)c2cc(C#CC3(O)CCCC3)cnc2O[C@@H]1CN(C)C(=O)C1CCCCC1	-16	.
COc1cccc(NC(=O)COc2ccccc2C(=O)O)c1	-8	13
O=C(C[C@H]1C[C@@H]2c3cc(NC(=O)NC4CCCC4)ccc3O[C@@H]2[C@@H](CO)O1)NCc1cc(F)ccc1F	8	.
Cc1ccc(-n2c(C)nnc2SCC(=O)Nc2ccc(Cl)c(C(F)(F)F)c2)cc1	12	-7
Cc1noc(C)c1S(=O)(=O)N(C)C[C@H]1Oc2ccc(NC(=O)Nc3ccccc3)cc2CC(=O)N([C@@H](C)CO)C[C@@H]1C	0	-5
C[C@H]1CN([C@@H](C)CO)C(=O)CCCn2nncc2CO[C@@H]1CN(C)C(=O)C1CC1	.	1
COc1ccc(C)cc1NC(=O)CSc1nnnn1-c1ccccc1	-3	-3
COc1ccc(C#Cc2ccc3c(c2)[C@]2(C(=O)N3)[C@H](c3ccc(O)cc3)N3[C@H](c4ccccc4)[C@H](c4ccccc4)OC(=O)[C@H]3[C@@H]2C(=O)N2CCCCCCC2)cc1	.	4
CNC[C@H]1Oc2ccc(NS(=O)(=O)c3cn(C)cn3)cc2C(=O)N([C@@H](C)CO)C[C@@H]1C	.	1
CCOc1ccccc1NC(=O)c1ccsc1NC(=O)c1ccoc1C	14	2
CC(C)c1ccc(NC(=O)CSc2n[nH]c(-c3ccc(Cl)cc3)n2)cc1	11	2
Cc1nc(SCC(=O)c2cccc([N+](=O)[O-])c2)nc2c1CCCC2	10	-3
C[C@H]1CN([C@@H](C)CO)C(=O)Cc2cc(NC(=O)CCN3CCOCC3)ccc2O[C@@H]1CN(C)Cc1ccc2c(c1)OCO2	.	0
OCCN1CCN(CC/C=C2/c3ccccc3Sc3ccc(Cl)cc32)CC1	0	.
COCC#Cc1cnc2c(c1)C(=O)N([C@H](C)CO)C[C@H](C)[C@H](CN(C)C(=O)c1cccc(F)c1)O2	6	.
C[C@@H]1CCCCO[C@@H](CN(C)Cc2ccccc2)[C@@H](C)CN([C@@H](C)CO)C(=O)c2cc(NC(=O)CCC(F)(F)F)ccc2O1	-4	.
C[C@@H]1CN([C@@H](C)CO)C(=O)CCCn2nncc2CO[C@@H]1CN(C)C(=O)Nc1ccc(-c2cccs2)cc1	.	8
C[C@@H]1CN([C@H](C)CO)C(=O)CCCn2nncc2CO[C@@H]1CN(C)Cc1ccc2cccnc2c1	.	-4
Cc1noc(C)c1NC(=O)N(C)C[C@@H]1Oc2ccc(NC(=O)Nc3ccc4c(c3)OCO4)cc2CC(=O)N([C@@H](C)CO)C[C@@H]1C	-7	-1
C[C@@H]1CN([C@@H](C)CO)C(=O)Cc2cc(NS(=O)(=O)c3ccc(F)cc3)ccc2O[C@H]1CN(C)C(=O)Nc1ccc(C(F)(F)F)cc1	-7	.
C[C@@H]1CN([C@H](C)CO)C(=O)c2cc(NC(=O)CCN3CCOCC3)ccc2O[C@H]1CN(C)C(=O)Nc1cccc2ccccc12	.	0
COc1ccc(S(=O)(=O)N(C)C[C@@H]2Oc3ccc(NC(=O)Nc4ccc(C(F)(F)F)cc4)cc3C(=O)N([C@@H](C)CO)C[C@@H]2C)cc1	-31	.
C[C@H]1CN([C@@H](C)CO)C(=O)Cc2cc(NC(=O)CCC(F)(F)F)ccc2O[C@H]1CN(C)S(C)(=O)=O	5	0
C[C@@H]1CN([C@H](C)CO)C(=O)c2c(c3ccccc3n2C)-c2ccccc2CO[C@@H]1CN(C)C(=O)CCC(F)(F)F	7	.
CCOC(=O)CSc1nnc(-c2ccccc2)n1-c1cccc(C)c1	6	-3
C[C@H]1CN([C@@H](C)CO)C(=O)c2cc(/C=C/c3ccccc3)cnc2O[C@H]1CN(C)C(=O)c1ccc2c(c1)OCO2	-1	.
N#Cc1c(NC(=O)C2CC(Cl)=CCC2C(=O)O)sc2c1CCC2 (configuration not stated)	9	-4
COc1ccc(CN(C)C[C@@H]2Oc3ccc(NC(=O)CCC(F)(F)F)cc3C(=O)N([C@H](C)CO)C[C@H]2C)cc1	4	.
C=C[C@@]1(C)CCC2=C([C@H]1OC(C)=O)[C@H](OC(C)=O)CC1[C@](C)(C(=O)OC)CC[C@H](OC(C)=O)[C@]21C (some centres not stated)	.	-1
Cc1cc(C)c(N=C(NN)N(C)C)cc1C	.	-2
C[C@H]1CN([C@@H](C)CO)C(=O)c2cc(-c3cccc(F)c3)cnc2O[C@@H]1CN(C)C(=O)C1CCCCC1	11	.
Cc1noc(C)c1S(=O)(=O)Nc1ccc2c(c1)CC(=O)N([C@H](C)CO)C[C@@H](C)[C@@H](CN(C)Cc1ccc3c(c1)OCO3)O2	.	0
C[C@H]1CN([C@@H](C)CO)C(=O)Cc2cc(NS(=O)(=O)c3ccc(Cl)cc3)ccc2O[C@@H]1CN(C)Cc1ccc(C(=O)O)cc1	.	1
CN(C)CC(=O)Nc1ccc2c(c1)[C@@H]1C[C@H](CC(=O)NCc3ccc(Cl)cc3)O[C@@H](CO)[C@@H]1O2	3	.
Cc1cc(Cl)ccc1NC(=O)CSc1nnc(-c2ccc(Br)cc2)n1C	-1	-1
O=[N+]([O-])c1ccc(NCCNCc2cccnc2)cc1	-3	0
COc1ccc(S(=O)(=O)N(C)C[C@H]2Oc3ccc(NS(=O)(=O)c4cn(C)cn4)cc3CC(=O)N([C@@H](C)CO)C[C@H]2C)cc1	2	2
CC(C)(C)C(=O)COc1cccc(NC(=O)c2ccc([N+](=O)[O-])cc2)c1	6	-2
Cc1ccc(-c2ccc3c(c2)O[C@H](CN(C)S(C)(=O)=O)[C@H](C)CN([C@H](C)CO)S3(=O)=O)cc1	-1	.
COC(=O)[C@H]1N=C(c2ccc(OCCCO)cc2)O[C@H]1c1ccccc1N=[N+]=[N-]	.	2
Cc1ccc(C)c(-n2nnnc2SCC(=O)Nc2ccccc2[N+](=O)[O-])c1	-7	5
Cc1noc(C)c1NC(=O)N(C)C[C@H]1Oc2c(NC(=O)c3ccc(-c4nccs4)cc3)cccc2C(=O)N([C@@H](C)CO)C[C@@H]1C	2	.
Cc1cc(N2CCOCC2)c2c(N)cc(C)c(C)c2n1	-18	.
CC(C)NC(=O)N(C)C[C@@H]1Oc2ccc(NS(=O)(=O)c3ccc(F)cc3)cc2CC(=O)N([C@@H](C)CO)C[C@@H]1C	.	-1
Cc1c(CNC(=O)c2cnn3c2NC(c2ccc(Br)cc2)CC3C(F)(F)F)cnn1C (configuration not stated)	8	-2
Cc1cccc(NC(=O)C(=O)NCCCO)c1	27	-2
COc1ccc(S(=O)(=O)N(C)C[C@H]2Oc3c(NS(=O)(=O)c4c(C)noc4C)cccc3C(=O)N([C@@H](C)CO)C[C@H]2C)cc1	8	.
Cc1ccc(S(=O)(=O)Nc2ccc3c(c2)C(=O)N([C@H](C)CO)C[C@H](C)[C@H](CN(C)C(=O)CCCN(C)C)OCCCC[C@@H](C)O3)cc1	16	1
(more compounds)
SMILES	mut p53 react	STK33 inh
C[C@H]1CN([C@@H](C)CO)C(=O)c2cccc(NC(=O)c3ccncc3)c2O[C@H]1CN(C)CC1CC1	12	.
CC(C)c1ccc2oc(-c3ccc(Cl)c(NC(=O)COc4ccc([N+](=O)[O-])cc4)c3)nc2c1	-13	1
C[C@@H]1CCCCO[C@H](CN(C)C)[C@H](C)CN([C@@H](C)CO)C(=O)c2cc(NS(=O)(=O)c3ccc(Cl)cc3)ccc2O1	-11	.
Cc1noc(C)c1S(=O)(=O)Nc1ccc2c(c1)C(=O)N([C@H](C)CO)C[C@H](C)[C@@H](CN(C)C)OCCCC[C@H](C)O2	10	.
C[C@@H]1CN([C@@H](C)CO)C(=O)c2cc(NS(=O)(=O)c3ccccc3)ccc2O[C@@H](C)CCCCO[C@H]1CN(C)C(=O)c1ccccc1	-10	.
COC(=O)CCCCCCC(=O)Nc1ccc(C2OC(CSc3nc4ccccc4s3)CC(c3ccccc3)O2)cc1 (configuration not stated)	.	-1
CCn1c(SCC(=O)Nc2sc3c(c2C#N)CCC(C(C)(C)C)C3)nnc1-c1cccc(C)c1 (configuration not stated)	-12	3
O=C(C[C@@H]1C[C@@H]2c3cc(NS(=O)(=O)c4ccc(F)cc4)ccc3O[C@@H]2[C@@H](CO)O1)NCCN1CCCCC1	15	.
Cc1cccc(-n2c(SCC(=O)N3CCOCC3)nnc2-c2ccccc2)c1	9	-5
Cc1cc(=O)oc2c(O)c(O)ccc12	.	3
C[C@H](CO)N1C[C@H](C)[C@H](CN(C)S(C)(=O)=O)Oc2ccc(NC(=O)CCC(F)(F)F)cc2CC1=O	.	1
Cc1ccc(Cl)cc1NC(=O)CC1NCCNC1=O (configuration not stated)	-10	-1
C[C@@H]1CN([C@@H](C)CO)C(=O)CCCn2nncc2CO[C@@H]1CN(C)Cc1cccc(O)c1	.	-1
CC(C)(C)c1cc(C(=O)Cn2c(NCCO)nc3ccccc32)cc(C(C)(C)C)c1O	-7	-2
Cc1ccc(S(=O)(=O)Nc2ccc3c(c2)C(=O)N([C@@H](C)CO)C[C@H](C)[C@H](CN(C)C(=O)Nc2ccc4c(c2)OCO4)O3)cc1	.	1
C[C@H]1CN([C@@H](C)CO)C(=O)Cc2cc(NS(=O)(=O)c3cn(C)cn3)ccc2O[C@@H]1CN(C)C(=O)Nc1ccc(F)cc1	.	2
C[C@H](CO)N1C[C@H](C)[C@H](CN(C)S(=O)(=O)c2cccs2)Oc2ncc(C#Cc3cccc(F)c3)cc2C1=O	.	1
COc1ccc(C(=O)CSc2nnc(-c3ccc(C)cc3)n2-c2ccc(C)cc2)cc1	-1	5
COc1cc(/C=c2\sc3nc4cc(C)c(C)cc4n3c2=O)c(Br)cc1OCC(=O)O	4	.
C[C@@H]1CN([C@H](C)CO)C(=O)Cc2cc(NS(=O)(=O)c3ccccc3)ccc2O[C@@H]1CN(C)CC1CCCCC1	.	-1
C[C@H](CO)N1C[C@H](C)[C@H](CN(C)CC2CC2)Oc2ccc(NC(=O)Cc3cn(C)c4ccccc34)cc2C1=O	-5	.
CC(C)=CCCC1(C)C=Cc2c(ccc3c2[nH]c2cc(O)c(C)cc23)O1 (configuration not stated)	.	-3
COc1ccc(CN(C)C[C@@H]2Oc3ccc(NS(=O)(=O)c4cccs4)cc3CC(=O)N([C@@H](C)CO)C[C@H]2C)cc1	3	.
Cc1ncsc1CCSc1nc2ccccc2c(=O)n1C	-10	9
COc1ccc(S(=O)(=O)N2CCN(c3nc4ccccc4nc3-n3nc(C)cc3C)CC2)cc1	-10	0

Record cards, from the list above. Screens in order: mut p53 react | STK33 inh
Entry for COc1ccc(C(=O)CSc2nnc(-c3ccc(C)cc3)n2-c2ccc(C)cc2)cc1 : -1 | 5
Entry for CCn1c(SCC(=O)Nc2sc3c(c2C#N)CCC(C(C)(C)C)C3)nnc1-c1cccc(C)c1 (configuration not stated) : -12 | 3

Of the compounds above, 9 have a thiophene ring, fused or not.
SMILES	mut p53 react	STK33 inh
C[C@@H]1CCCCO[C@@H](CN(C)S(=O)(=O)c2cccs2)[C@H](C)CN([C@@H](C)CO)C(=O)c2cc(NC(=O)Cc3ccccc3)ccc2O1	-20	.
CCn1c(SCC(=O)Nc2sc3c(c2C#N)CCCC3)nnc1-c1ccccc1O	4	1
C[C@H](CO)N1C[C@H](C)[C@H](CN(C)S(=O)(=O)c2cccs2)Oc2c(NS(=O)(=O)c3cccs3)cccc2C1=O	.	2
CCOc1ccccc1NC(=O)c1ccsc1NC(=O)c1ccoc1C	14	2
C[C@@H]1CN([C@@H](C)CO)C(=O)CCCn2nncc2CO[C@@H]1CN(C)C(=O)Nc1ccc(-c2cccs2)cc1	.	8
N#Cc1c(NC(=O)C2CC(Cl)=CCC2C(=O)O)sc2c1CCC2 (configuration not stated)	9	-4
CCn1c(SCC(=O)Nc2sc3c(c2C#N)CCC(C(C)(C)C)C3)nnc1-c1cccc(C)c1 (configuration not stated)	-12	3
C[C@H](CO)N1C[C@H](C)[C@H](CN(C)S(=O)(=O)c2cccs2)Oc2ncc(C#Cc3cccc(F)c3)cc2C1=O	.	1
COc1ccc(CN(C)C[C@@H]2Oc3ccc(NS(=O)(=O)c4cccs4)cc3CC(=O)N([C@@H](C)CO)C[C@H]2C)cc1	3	.

Screening data: PubChem BioAssay, Broad Institute
